TLR9-MyD88 inh: TLR9-MyD88 interaction inhibition; Q9NR96+Q99836; CHO BLA complementation TLR9-MyD88, CCF4 FRET ratio; inhibition, % at 4.98 µM; 340,000 compounds, 0.21% hits;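 active means inhibition above the mean over all tested compounds plus 3 SD, cut at about 21% in these data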;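 further: 0% = DMSO only wells and 100% = clavulanate BLA inhibitor control wells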
NOD2-RIPK2 inh: inhibitors of human NOD2-RIPK2 interaction | O43353 | inhibition, % at 4.98 µM | 360,000 compounds, 0.38% hits | CHO BLA complementation NOD2-RIPK2, CCF4 ratio | AID 624267; in the data active means inhibition above about 21%;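 further: 0% = vehicle only and 100% = reference blocker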
ABHD5 PLIN5 PPI: inhibitors of human ABHD5-perilipin-5 interaction. Q00G26+Q8WTS1. Split G. princeps luciferase complementation, luminescence, 4 h. inhibition, % at 4 µM. 360,000 compounds, 0.78% hits. AID 602281;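 active means inhibition above the mean inhibition across every tested compound plus 3 SD, cut at about 22% in these data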;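 further: 0% = DMSO only wells and the 100% control is not disclosed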
Target sequence (Q00G26 whole entry, looked up): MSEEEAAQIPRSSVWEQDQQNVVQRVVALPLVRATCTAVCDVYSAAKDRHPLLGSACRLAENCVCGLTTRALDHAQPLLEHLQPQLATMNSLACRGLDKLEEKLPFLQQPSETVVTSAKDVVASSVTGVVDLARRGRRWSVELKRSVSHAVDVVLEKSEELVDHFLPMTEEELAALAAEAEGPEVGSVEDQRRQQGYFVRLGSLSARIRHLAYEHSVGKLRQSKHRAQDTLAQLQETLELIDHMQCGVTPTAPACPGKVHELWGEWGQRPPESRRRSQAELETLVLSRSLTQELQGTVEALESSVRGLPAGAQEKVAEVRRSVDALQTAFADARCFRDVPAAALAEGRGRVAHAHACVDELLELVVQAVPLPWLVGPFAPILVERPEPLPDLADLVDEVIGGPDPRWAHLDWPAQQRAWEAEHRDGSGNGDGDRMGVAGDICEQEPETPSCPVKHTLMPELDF
Target sequence (Q8WTS1 whole entry, looked up): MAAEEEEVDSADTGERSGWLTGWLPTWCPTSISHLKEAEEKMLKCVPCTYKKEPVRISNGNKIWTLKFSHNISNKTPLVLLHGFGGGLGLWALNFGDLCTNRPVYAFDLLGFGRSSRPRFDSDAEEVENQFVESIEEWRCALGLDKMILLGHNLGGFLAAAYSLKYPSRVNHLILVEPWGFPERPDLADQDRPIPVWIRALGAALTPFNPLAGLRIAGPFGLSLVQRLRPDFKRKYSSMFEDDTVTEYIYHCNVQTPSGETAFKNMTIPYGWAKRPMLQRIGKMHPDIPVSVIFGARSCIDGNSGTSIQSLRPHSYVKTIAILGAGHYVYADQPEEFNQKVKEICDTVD
ABCB6 inh 2: human ABCB6 transporter inhibition; K562-ABCB6 porphyrin accumulation, flow cytometry, 1 h; stronger effect = lower value; fluorescence ratio to DMSO, % at 10 µM; 360,000 compounds, 0.19% hits;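 active means fluorescence ratio to DMSO below 75%, the collection mean minus 3 SD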;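 further: signal is porphyrin accumulated inside mitochondria; 100% equals median channel fluorescence of DMSO control wells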
Granule exo inh: blocks lytic granule exocytosis | inhibition, % at 10 µM | 360,000 compounds, 0.66% hits | TALL-104 LAMP-1 surface exposure, flow cytometry; cells stimulated with thapsigargin and PMA;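 active means inhibition above about 55%, limit read from the data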
MC4R antag cAMP: human MC4R antagonism in cAMP assay | P32245 | MC4R-expressing cells, MTII-stimulated cAMP, LANCE TR-FRET | inhibition, % at 6.5 µM | 360,000 compounds, 0.48% hits | AID 540295;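 active means inhibition above its plate's cutoff, the mean of tested wells on that plate plus 3 SD, cut at about 29% in these data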;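 further: 0% = Melanotan II alone and 100% = Melanotan II plus saturating MCL0020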
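Material: human MC4R-expressing U2OS cells. Probe or stimulus: Melanotan II challenge. Dosing: 6.5 µM single dose. Times: 30-min compound, 1-h challenge, 1-h detection, room temperature. Technique: TR-FRET with Eu-cAMP and labeled anti-cAMP, 671 nm. Replication: singlicate.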
Glyco luc inh: N-linked glycosylation inhibition; reporter increase, % at 12.5 µM; 360,000 compounds, 0.23% hits; D54 ERlucT glycosylation luciferase reporter, 24 h; percent of 100 nM tunicamycin response; AID 588692;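 active means mean luciferase reporter signal, scaled so untreated is 0 and the glycosylation-blocking control 100, at or above a set limit in every replicate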;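 further: luciferase carries N-glycosylation sites so blocking glycosylation raises the light; 0% = median of neutral control wells and 100% = median of 100 nM tunicamycin wells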
aDG glyco act: increases alpha dystroglycan glycosylation | Pro5-aDG cells, alpha-DG glycosylation AlphaScreen (IIH6); 0% Pro5, 100% B10-LARGE cell signal | activation, % at 10 µM | 360,000 compounds, 0.22% hits;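 active means activation of at least 8% versus controls, or a plate z-score of at least 8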;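 further: Pro5 are CHO cells carrying HIG-tagged alpha-DG that lacks glycosylation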
MC4R ag barr: activates human MC4R beta-arrestin recruitment; P32245; U2OS MC4R beta-arrestin complementation, luminescence; percent of melanotan II response, DMSO zero; activation, % at 8.9 µM; 360,000 compounds, 0.98% hits; AID 540308;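 active means activation above a per-plate cutoff, the mean activation of sample wells on that plate plus 3 SD, cut at about 8% in these data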
Vif imaging: blocks HIV Vif function. AID 602346. HEK293T cells, Vif self-association by quenched fluorescence, imaging, 24 h. inhibition, % at 7.49 µM. 340,000 compounds, 0.35% hits; in the data active means inhibition above about 50%, passing the limit was not always enough; further: some results filed as inactive read as strong as hits
* hit, by the source's call; . = no result given.

The first four compounds, to show the layout:
SMILES	TLR9-MyD88 inh	NOD2-RIPK2 inh	ABHD5 PLIN5 PPI	ABCB6 inh 2	Granule exo inh	MC4R antag cAMP	Glyco luc inh	aDG glyco act	MC4R ag barr	Vif imaging
N#CCC(N)=C(C#N)C#N	1	-6	2	104	-1	3	2	0.1	0.0	-4
Cc1onc(-c2ccccc2)c1C(=O)N1CCN(c2ncccc2C(F)(F)F)CC1	-3	11	-1	97	-2	13	0	0.0	-4.0	-11
CC(=O)c1ccc(NC(=O)Nc2ccc(NS(=O)(=O)c3ccc(C)cc3)cc2)cc1	0	-10	6	101	6	0	-2	0.2	-1.9	-8
CC(=O)NCCc1ccc(-c2csc(NC(=O)C3CC(=O)N(C4CCCC4)C3)n2)cc1 (configuration not stated)	0	-9	3	97	1	8	1	0.0	-0.5	-7

Results, previewed entries included:
SMILES	TLR9-MyD88 inh	NOD2-RIPK2 inh	ABHD5 PLIN5 PPI	ABCB6 inh 2	Granule exo inh	MC4R antag cAMP	Glyco luc inh	aDG glyco act	MC4R ag barr	Vif imaging
N#CCC(N)=C(C#N)C#N	1	-6	2	104	-1	3	2	0.1	0.0	-4
Cc1onc(-c2ccccc2)c1C(=O)N1CCN(c2ncccc2C(F)(F)F)CC1	-3	11	-1	97	-2	13	0	0.0	-4.0	-11
CC(=O)c1ccc(NC(=O)Nc2ccc(NS(=O)(=O)c3ccc(C)cc3)cc2)cc1	0	-10	6	101	6	0	-2	0.2	-1.9	-8
CC(=O)NCCc1ccc(-c2csc(NC(=O)C3CC(=O)N(C4CCCC4)C3)n2)cc1 (configuration not stated)	0	-9	3	97	1	8	1	0.0	-0.5	-7
CN(C)CCCNS(=O)(=O)c1cc(Cl)ccc1Cl	-2	5	1	108	5	-2	3	-0.1	-0.9	7
Cc1c(C(=O)N(C)Cc2cccc(F)c2)oc2c(Cl)cccc12	-7	-2	0	105	7	8	-2	0.1	3.5	19
CSc1ccccc1NC(=O)Nc1cccc(Cl)c1C	3	-5	7	98	-3	-7	0	0.4	2.7	5
COc1cc(C(=O)NCc2ccc(S(N)(=O)=O)cc2)ccc1OCC(=O)Nc1cccc(C(F)(F)F)c1	13	13	6	101	0	-2	0	-0.3	0.1	-6
O=C(Nc1ccc(S(=O)(=O)N2CCOCC2)cc1)c1ccccc1Br	-4	-7	-6	103	-8	13	0	-0.2	-0.7	-7
Cc1cccc(C(=O)N=C2SC3CS(=O)(=O)CC3N2c2ccccc2)c1 (configuration not stated)	2	6	-4	91	0	0	-1	0.0	-0.8	18
COc1cc2cc(CCCOC(=O)c3ccc(C#N)cc3)oc(=O)c2cc1OC	-1	11	-1	97	4	-1	0	0.1	-0.7	-4
Cc1ccn2cc(CNS(=O)(=O)c3ccc4c(c3)OCCO4)nc2c1	5	2	-4	102	-3	-16	2	0.0	0.2	-4
CCC(=O)Nc1ccc(C(=O)NNC(=O)c2ccccc2)cc1	-16	-6	-2	92	-3	-1	3	0.4	-1.9	4
C[C@]12CCC(=O)C=C1CC[C@@H]1[C@@H]2CC[C@@]2(C)[C@H]1CC[C@@]21CCC(=O)O1	-1	4	7	96	2	1	-3	0.0	-2.1	4
CC(=O)c1ccc(C(=O)N2CCCC(CO)(Cc3ccccc3C)C2)s1 (configuration not stated)	9	10	-1	97	2	4	0	0.3	-3.2	7
Cc1nc2ccccc2n1S(=O)(=O)c1ccc(Br)cc1	5	-3	2	100	6	0	1	-0.2	-0.4	.
CCc1nn2c(=O)c(S(=O)(=O)Nc3ccccc3)c(C)nc2s1	-5	-8	-8	98	3	1	-1	0.1	-2.2	9
Cc1ncc([N+](=O)[O-])n1Cc1ccc(Br)cc1	-7	-13	2	95	-3	14	2	0.1	-2.8	1
CCC(C)NC(=O)Cc1cn(C)c2ccccc12 (configuration not stated)	-2	-1	-4	95	0	-2	3	0.0	-1.1	14
C=CCSC(=C(C#N)C#N)c1cc2c([nH]1)CCCC2	1	12	20	121	8	7	40*	-0.8	3.2	-9
Cc1ccc2c(cnn2C(=O)CCCC(=O)NCc2ccc(F)cc2)c1	11	-2	0	99	5	-10	3	0.0	-1.0	7
S=C1NCCc2ccc(Cl)cc2C1c1ccccc1 (configuration not stated)	5	13	2	113	1	6	-2	2.8	-0.5	.
C(=C\c1ccccc1)/CN1CCN(Cc2nc(Cc3ccccc3)no2)CC1	-12	0	-2	107	-6	0	-2	-0.2	-0.4	4
Cn1c(=O)oc2cc(S(=O)(=O)CCC(=O)Nc3ccccc3)ccc21	0	-5	0	102	-2	-4	1	0.0	-2.2	-7
C=CC[N+](C)(C)C/C(Cl)=C(\Cl)c1ccccc1	2	-7	-4	83	3	2	0	0.0	-2.9	8
Cc1ccccc1NS(=O)(=O)c1nnc(NC(=O)c2ccc(Cl)cc2)s1	-10	-1	-3	99	13	8	-1	0.3	0.6	10
COCCCNC(=S)N/N=C/c1cccc(OC)c1O	.	-1	6	98	0	13	-2	1.5	-1.5	-8
CC(=O)Nc1ccc(SCC(=O)OCC(=O)NC(=O)NCc2ccco2)cc1	-2	8	-8	95	-2	7	1	-0.1	-0.5	4
CCOC(=O)C(C(=O)OCC)c1c([N+](=O)[O-])c(=O)n2c3c(cccc13)CCC2	-7	-16	3	97	-3	4	-2	0.1	-2.3	-2
Cc1occc1C(=O)NNC(=O)Nc1ccc([N+](=O)[O-])cc1	9	12	-7	101	10	-2	1	-0.4	0.5	18
CC(C)c1ccc(N(C(=O)c2ccc3c(c2)OCO3)C2C=CS(=O)(=O)C2)cc1 (configuration not stated)	-13	-1	11	96	-1	-3	0	0.2	-2.8	11
Cc1[nH]n(-c2cccc3ccccc23)c(=O)c1/C=N/c1sc2c(c1C#N)CCC2	-8	-4	-19	82	-2	5	2	-0.1	-1.0	-8
CC1CCN(S(=O)(=O)c2csc(C(=O)Nc3ccccc3)c2)CC1	-13	2	-18	97	3	-2	-2	0.9	1.6	-15
COc1ccc(-c2ccc(OC)c([C@H]3[C@@H]4C=CCC[C@@]4(C)C(=O)N3Cc3ccccc3)c2)cc1OC	-13	-3	-7	95	-2	5	-7	-0.3	0.4	-2
Cc1ccc(S(=O)(=O)N(C)C)cc1NC(=O)COC(=O)/C=C/c1cccs1	2	5	3	97	-7	11	1	0.0	0.0	8
Brc1ccc(C2=Nn3c(nnc3-c3cccnc3)SC2)s1	0	2	8	93	0	3	3	-0.4	-2.0	24
CCOc1ccccc1OCC(=O)NN1Cc2ccccc2C1=N	12	6	-5	87	-1	-2	1	-0.1	-1.4	-3
Cc1cccc(NC(=O)NCC(c2ccco2)N2CCCCC2)c1 (configuration not stated)	8	0	2	97	0	8	-2	0.3	-0.8	-4
Cc1ccccc1-n1c(SCc2cc(=O)n3ccccc3n2)nc2[nH]ncc2c1=O	0	-3	6	102	1	-55	0	-0.3	-1.3	7
COc1ccc(-c2nsc3c(N4CCN(C(=O)c5ccco5)CC4)ncnc23)cc1	3	-4	0	95	21	10	1	1.2	-0.5	.
O=C(NNC(=O)c1cc(-c2ccco2)nc2ccccc12)c1ccccc1	-6	2	10	97	-6	0	0	0.0	-0.9	.
CC(=O)Oc1cc(C(C)C)c(OCCN(C)C)cc1C	4	-6	-2	102	4	8	0	-0.3	0.5	-5
O=C(NCc1ccco1)C(=O)NCC1OCCN1S(=O)(=O)c1cc(F)ccc1F (configuration not stated)	-2	-2	-3	96	-2	8	2	-0.1	0.7	3
CC(C)c1ccc(C(CC(=O)c2ccc(Cl)cc2)C(=O)O)cc1 (configuration not stated)	14	-11	-8	97	-2	2	1	-0.1	-2.2	0
Cc1ccc(C)c(N2CCN(C(=O)Nc3ccc4c(c3)N(C)C(=O)CS4)CC2)c1	-2	-11	7	107	-2	24	4	6.7*	2.4	-16
Cc1nn(C(C)(C)C)c(OC(=O)C2CCCC2)c1S(=O)(=O)c1ccccc1	6	2	1	100	-4	7	6	-0.5	0.0	-20
Cn1cc(CNCc2cn(C)nc2-c2ccc(C3CCCCC3)cc2)cn1	-1	-6	22*	97	6	-2	-3	0.3	4.0	-9
CCNc1nnc(SCC(=O)N2c3ccccc3NC(=O)CC2C)s1 (configuration not stated)	-10	0	4	103	11	16	1	-0.1	1.3	-3
COc1ccc(OCC(=O)Nc2ccccc2N2CCCCC2)cc1	1	8	-16	104	0	-18	12	0.0	-4.6	-5
Cc1cccc(NC(=S)N=Nc2c(O)n(C)c3ccc(S(=O)(=O)N4CCOCC4)cc23)c1	2	-4	-2	98	6	7	2	1.0	-5.0	5

(listing goes on)
SMILES	TLR9-MyD88 inh	NOD2-RIPK2 inh	ABHD5 PLIN5 PPI	ABCB6 inh 2	Granule exo inh	MC4R antag cAMP	Glyco luc inh	aDG glyco act	MC4R ag barr	Vif imaging
O=C(c1ccc(-c2ccccc2)cc1)C1CCCN(Cc2ccncc2)C1 (configuration not stated)	4	-7	1	93	4	0	-6	5.1	-2.2	-24
CCCCn1c(N)c(N(CCOC)C(=O)c2cc(S(=O)(=O)N3CCCCC3)ccc2Cl)c(=O)[nH]c1=O	-4	2	4	100	0	4	0	-0.3	-2.8	11
COc1ccc(-c2nc3c4ccccc4ccn3c2Cc2ccsc2)cc1OC	.	-4	6	91	0	.	1	0.3	.	.
CC(C)c1nnc(SCC(=O)NCc2ccco2)n1C	-4	4	14	102	0	0	-2	0.3	0.0	.
COC(=O)c1sc(NC(=O)CSc2nnnn2C)nc1C	2	-14	-2	100	-7	9	-1	0.0	-0.5	4
N#Cc1ccsc1NC(=O)COc1ccc(-c2nnco2)cc1	3	-10	4	94	-1	9	0	0.1	-0.5	-6
COc1ccc(/C=N/Nc2nonc2N)cc1	0	-8	3	101	-2	6	4	0.0	1.6	-7
O=C(CCC1CCCC1)NCCCNC(=O)CCC1CCCC1	-6	-14	0	96	-5	-3	-1	0.2	-1.5	1
O=C(O)/C=C\c1ccccc1Oc1cccc(Cl)c1	-3	-14	1	95	0	-2	1	-0.5	-1.6	4
CC(C)Cn1c(=O)c(C(=O)Nc2cnccn2)c(O)c2ccccc21	-1	9	9	93	3	3	2	0.9	2.9	-2
O=C(N=C1SC2CS(=O)(=O)CC2N1c1c(Cl)cccc1Cl)C1CC1 (configuration not stated)	1	-2	8	100	-3	1	1	0.0	-1.1	-3
O=c1c2ccccc2[nH]c(=S)n1CCCN1CCN(c2ccccc2F)CC1	-8	-2	-9	96	-10	11	-12	0.0	1.7	0
COc1cc(C(=O)Nc2ccc(S(=O)(=O)NC(C)(C)C)cc2)cc(OC)c1OC	2	-7	0	95	2	6	5	-0.3	-0.1	.
O=C(NCCc1ccccc1)Oc1ccc(Cl)cc1	-3	1	-3	99	26	16	-1	0.0	-2.2	1
Cn1nc([N+](=O)[O-])nc1N1CCN(c2ccc(F)cc2)CC1	-1	2	2	96	-3	4	1	0.1	-1.8	21
COc1ccc(C(=O)N[C@H](C(=O)OCn2nnc3ccccc3c2=O)C(C)C)cc1	2	0	0	100	-2	26	0	-0.1	-0.6	.
Cc1cc(C)cc(OCC(=O)OCC(=O)NC2CC2)c1	-3	-8	4	93	-3	3	2	0.0	-1.2	4
COC(=O)C1C(O)=C(C(C)=N)C(=O)CC1(C)C (configuration not stated)	5	-18	-11	101	0	10	0	-0.2	-0.4	11
N#CC1=C(N)c2ccccc2CC12CCCCC2	-15	-3	-3	78	-1	3	-2	-0.1	2.9	9

Screening results (PubChem BioAssay)

An excerpt, so the mix of outcomes need not match the whole.
